Assay outcomes (PubChem BioAssay)
Bcl-B TR3 displacers: displacers of TR3 peptide from Bcl-B, primary screen, selectivity assay for Bfl-1 inhibitor project, biochemical, fluorescence polarization; FP displacement of FITC-TR3 peptide from Bcl-B; higher % means a stronger effect; displacement, % at 20 µM; hits with a dose series show IC50 in µM; actives 0.11% (n = 96,000); AID 748;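 active = displacement above 50% at 20 µM plus a fluorescence interference ratio under 1.5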;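 also: plate controls were wells without compound for no effect and wells lacking Bcl-B protein for full effect; a part of the inactive calls stands beside numbers as strong as those of hits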
NFkB transloc pot: enhances IL-1B driven NFkB nuclear translocation; HUVEC IL-1B NFkB p65 nuclear translocation imaging; activation, % at 2 µM; actives 0.3% (n = 94,000);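 active = activation above 40%, about the mean plus 3 SD, also judged a hit on visual image review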;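 also: percent activation is computed from the nuclear over cytoplasmic p65 intensity ratio; values of inactives mirror those of a sister screen read the other way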
MRP reversal: compounds reversing MRP-mediated drug resistance | differential viability (reversal), % at 10 µM | H69AR cells + 2 uM doxorubicin, CellTiter-Glo, 72 h | actives 0.04% (n = 85,000) | AID 602;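 active = viability drop by adding the cancer drug above about 55%, with treated viability meeting a 40% cutoff, limit read from the data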;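 also: viability without doxorubicin minus viability with 2 µM doxorubicin for each compound; larger differential means the compound sensitizes cells more to doxorubicin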
PLAP inhibition: PLAP enzyme inhibitors, biochemical, luminescence, HTS (AID 690) | purified PLAP, luminescent substrate; higher % means a stronger effect | actives 0.08% (n = 96,000) | inhibition, % at 20 µM, or IC50 in µM where a hit was titrated; in the data active = a potency from the dose series; inactive = the rest, 99 in 100 with inhibition below about 30%; also: strong numbers were not always called active
NFkB transloc inh: blocks IL-1B driven NFkB nuclear translocation in HUVEC cells; actives 0.43% (n = 94,000); AID 796; HUVEC IL-1B NFkB p65 nuclear translocation imaging; inhibition, % at 2 µM;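 active = inhibition above about 30% together with a positive call from visual inspection of the well image, limit read from the data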;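 also: nuclear over cytoplasmic p65 intensity ratio measured by imaging; 0% = IL-1B stimulated DMSO wells and 100% = unstimulated DMSO wells; values of inactives mirror those of a sister screen read the other way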
MRP reversal cytotoxicity: further read-out of MRP reversal, marked with its call; viability, %; H69AR cells, CellTiter-Glo, 72 h; measured here: cytotoxicity without doxorubicin
MRP reversal with doxorubicin: second read-out of MRP reversal, no call of its own (marks repeat the call); viability, %; measured here: viability with 2 uM doxorubicin; hits give low values
NFkB transloc inh cell count 2 µM: further read-out of NFkB transloc inh, marked with its call; cell count; measured here: cells passing quality filter;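 raw number of nuclei counted in each imaged well without normalization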
NFkB transloc pot cell count 2 µM: also measured in NFkB transloc pot; calls as there; cell count; measured here: cells passing quality filter
The depositor's hits bear a star; x = no result given. Only part of the results is shown; rates above refer to the full screens.

SMILES | Bcl-B TR3 displacers | NFkB transloc pot | NFkB transloc pot cell count 2 µM | MRP reversal | MRP reversal cytotoxicity | MRP reversal with doxorubicin | PLAP inhibition | NFkB transloc inh | NFkB transloc inh cell count 2 µM
CCOc1ccc2[nH]cc(C(=O)O)c(=O)c2c1 | 5% | 16 | 186 | 20 | 100 | 80 | -6% | -16 | 186
COc1cc(C(=O)Nc2sc(C(=O)N3CCOCC3)c(C)c2C#N)cc(OC)c1OC | -2% | -1 | 85 | 0 | 77 | 77 | 20% | 1 | 85
CCOc1cc(-c2c(C)c(C)nc(N)c2C#N)ccc1O | x | 3 | 97 | -11 | 70 | 81 | x | -3 | 97
O=C(c1ccc(F)cc1F)N(Cc1ccccn1)Cc1ccco1 | 17% | -11 | 100 | 16 | 97 | 81 | -17% | 11 | 100
CC#CCCCC(=O)Nc1cc(OC)nc(OC)n1 | 0% | 6 | 75 | 18 | 101 | 83 | 7% | -6 | 75
Nc1nc(-c2ccccc2)c(-c2ccccc2)s1 | 1% | 6 | 127 | x | x | x | 4% | -6 | 127
CCOC(=O)c1c(C)[nH]c(C(=O)COC(=O)C23CC4CC(CC(Cl)(C4)C2)C3)c1C | -4% | 4 | 142 | 8 | 73 | 66 | 11% | -4 | 142
CCOC(=O)CS(=O)(=O)c1nc(-c2ccc(F)cc2)cc(C(F)(F)F)n1 | 0% | x | x | 2 | 4 | 3 | -9% | x | x
CN(c1ccc(C(=O)NCC2CCCO2)cc1)S(C)(=O)=O (stereo not drawn) | 8% | 13 | 144 | -3 | 82 | 84 | 4% | -13 | 144
CCOc1nc(NC(=O)NS(=O)(=O)Oc2ccccc2Cl)nc(-c2ccccc2)n1 | 7% | 12 | 127 | -6 | 89 | 95 | 23% | -12 | 127
COc1ccc(N2CCN(C(=O)c3ccc(C)cc3Cl)CC2)cc1 | -4% | 12 | 98 | 14 | 106 | 92 | -5% | -12 | 98
Nc1ccc(Oc2ccc3nc(-c4ccccc4)c(-c4ccccc4)nc3c2)cc1 | 0% | -7 | 89 | x | x | x | 6% | 6 | 89
CCNC(=O)/C(=C/c1ccc2c(c1)OCO2)NC(=O)c1ccc(Br)cc1 | -19% | 7 | 159 | x | x | x | -2% | -7 | 159
CCCc1cc(C(=O)NCCc2ccccc2)no1 | -2% | x | x | 8 | 109 | 100 | 8% | x | x
FC(F)(F)c1cnc2c(-c3ccc(Cl)cc3Cl)noc2c1 | 5% | 0 | 177 | 0 | 106 | 106 | 10% | 0 | 177
O=C1N=C(N2CCOCC2)S/C1=C/c1ccc(-c2ccccc2Cl)o1 | 37% | 17 | 135 | x | x | x | -8% | -17 | 135
C/C(CC(=O)Nc1ccccn1)=N\NC(=O)C(=O)Nc1cccc(C)c1 | 1% | 14 | 190 | x | x | x | -44% | -14 | 190
COc1ccc(S(=O)(=O)Cc2ccc(C(=O)NCc3cccnc3)o2)cc1 | 8% | 15 | 55 | -24 | 45 | 69 | -6% | -15 | 55
COc1ccc(OC2C(=O)N(c3ccc(F)cc3)C2c2ccc(OC)c(OC)c2)cc1 (stereo not drawn) | 3% | 7 | 108 | x | x | x | 9% | -7 | 108
Nc1nc2n(n1)C(c1ccc(Cl)cc1)CC(c1ccc(F)cc1)N2 (stereo not drawn) | -9% | x | x | 10 | 100 | 91 | -8% | x | x
Cc1cc(NC(=O)CSc2nc(C(C)C)nc3c2c(=O)n(C)c(=O)n3C)no1 | -2% | -12 | 185 | 0 | 93 | 93 | 2% | 12 | 185
Cc1ccccc1C(=O)Nc1ccc(S(=O)(=O)N2CCN(C)CC2)cc1 | -5% | 0 | 127 | 15 | 102 | 86 | -34% | 0 | 127
Cc1ccc2cc(C(c3nnnn3C3CCCC3)N(Cc3cccnc3)Cc3ccco3)c(=O)[nH]c2c1 (stereo not drawn) | -6% | x | x | 6 | 78 | 72 | -56% | x | x
Cn1c(SCC(=O)c2ccc(F)cc2)nc2cccnc21 | 5% | -13 | 81 | -4 | 83 | 87 | 9% | 13 | 81
CCOC(=O)c1ccc(NC(=O)CCc2ccc(C)o2)cc1 | -18% | 9 | 175 | x | x | x | 13% | -10 | 175

Single values from the entries so far:
Reading for `CCOC(=O)c1c(C)[nH]c(C(=O)COC(=O)C23CC4CC(CC(Cl)(C4)C2)C3)c1C` in NFkB transloc pot: 4
Reading for `COc1ccc(OC2C(=O)N(c3ccc(F)cc3)C2c2ccc(OC)c(OC)c2)cc1` (stereo not drawn) in PLAP inhibition: 9%
Reading for `CC#CCCCC(=O)Nc1cc(OC)nc(OC)n1` in NFkB transloc inh cell count 2 µM: 75

(listing goes on)
SMILES | Bcl-B TR3 displacers | NFkB transloc pot | NFkB transloc pot cell count 2 µM | MRP reversal | MRP reversal cytotoxicity | MRP reversal with doxorubicin | PLAP inhibition | NFkB transloc inh | NFkB transloc inh cell count 2 µM
O=C(Nc1ccc2nc(-c3ccco3)[nH]c2c1)c1ccco1 | 0% | 8 | 65 | -5 | 81 | 86 | 6% | -8 | 65
O=S(=O)(c1ccccc1)N1CCCC1c1nc2ccccc2s1 (stereo not drawn) | -7% | 0 | 162 | x | x | x | 2% | 0 | 162
O=C(CCS(=O)(=O)c1ccccc1)Nc1nccs1 | -8% | -2 | 154 | -8 | 50 | 58 | 22% | 2 | 154
CCCc1nc2ccccc2c(C(=O)OCc2nnc(-c3cc(OC)c(OC)c(OC)c3)o2)c1CC | -23% | 12 | 174 | -19 | 50 | 69 | -70% | -12 | 174
CC(=O)Nc1ccc(NC(=O)CN2CCCC(C)C2)c(Cl)c1 (stereo not drawn) | 1% | 1 | 132 | 23 | 107 | 84 | -26% | 0 | 132
COCCCNC(=O)Cn1nnc(-c2ccc(NC(=O)c3ccccc3OC)cc2)n1 | -10% | 17 | 133 | 24 | 108 | 85 | -33% | -17 | 133
CC1(C)Cn2c(nnc2-c2cccc(O)c2)S1 | 13% | 15 | 172 | -4 | 97 | 101 | -2% | -15 | 172
C=CCn1cnc2c(c1=O)c1nc3ccccc3nc1n2-c1ccccc1 | 2% | x | x | 9 | 77 | 67 | 1% | x | x
COc1ccc(-c2ccc(OC)cc2C(=O)O)cc1 | 2% | 2 | 89 | 6 | 100 | 93 | -11% | -2 | 89
Cn1ncc(N=Cc2ccccc2O)c1C(=O)N1CCOCC1 | 4% | -6 | 143 | 2 | 90 | 88 | -9% | 6 | 143
CC(=O)Nc1c(C(=O)N2CCCCCC2)cnn1-c1ccccc1Cl | x | 1 | 165 | -10 | 91 | 101 | x | -1 | 165
CC(C)(C)NC(=O)NC(=O)COC(=O)C1=COCCO1 | -8% | -9 | 168 | x | x | x | 12% | 9 | 168
CCNc1nc(N2CCOCC2)nc(N(c2ccccc2)c2ccccc2)n1 | -4% | 2 | 137 | 7 | 81 | 74 | -6% | -2 | 137
CS(=O)(=O)Nc1ccccc1C(=O)Nc1ccccc1Cl | x | 17 | 97 | 5 | 96 | 91 | x | -18 | 97
N#Cc1nc(COc2ccc(F)cc2)oc1N1CCN(Cc2ccccc2)CC1 | -13% | 18 | 118 | 0 | 109 | 108 | -23% | -18 | 118
Cc1ccc(Cn2ccc(NC(=O)c3cc(-c4cccc(Cl)c4)on3)n2)cc1 | -3% | -11 | 148 | -32 | 73 | 105 | 9% | 11 | 148
CCCCCCOc1ccc(N2C(=O)CC(N3CCC(C(=O)OCC)CC3)C2=O)cc1 (stereo not drawn) | -2% | x | x | x | x | x | -36% | x | x
O=c1c2cnn(-c3ccccc3)c2ncn1Cc1ccccc1 | x | 6 | 81 | 16 | 112 | 97 | x | -6 | 81
COc1ccc(-c2nc3ccccc3c(=O)n2CCCN2CCOCC2)cc1 | -1% | 13 | 138 | -4 | 76 | 81 | -33% | -14 | 138
O=C(O)CCN1C(=O)C(=C2CCCCCC2)SC1=S | 1% | 3 | 120 | 2 | 90 | 88 | -45% | -3 | 120
O=C(O)C1C2C=CC(C2)C1C(=O)NCCc1ccncc1 (stereo not drawn) | 5% | 8 | 117 | 5 | 100 | 94 | 0% | -8 | 117
O=C(CSc1ncn[nH]1)c1ccc2c(c1)OCCO2 | -5% | 18 | 129 | 3 | 92 | 89 | 6% | -18 | 129
O=C(COc1ccc(F)cc1)N1CCC(c2ccccc2)C1 (stereo not drawn) | x | 14 | 114 | 15 | 99 | 84 | x | -14 | 114
COc1ccccc1C(c1nnnn1Cc1ccccc1)N1CCN(c2nc3ccccc3s2)CC1 (stereo not drawn) | -2% | x | x | -5 | 72 | 77 | -46% | x | x
CCCC(C)C(=O)Nc1ccc(Cl)cn1 (stereo not drawn) | -10% | 25 | 130 | -9 | 106 | 115 | 0% | -25 | 130

Carrying on.
SMILES | Bcl-B TR3 displacers | NFkB transloc pot | NFkB transloc pot cell count 2 µM | MRP reversal | MRP reversal cytotoxicity | MRP reversal with doxorubicin | PLAP inhibition | NFkB transloc inh | NFkB transloc inh cell count 2 µM
C[N+]1(CCCCCCC(=O)/C=N/O)CCCCCC1 | -15% | 0 | 147 | 23 | 99 | 77 | 22% | 0 | 147
Brc1ccc(-c2nc3ccccc3s2)s1 | -3% | 12 | 168 | 7 | 98 | 91 | -6% | -12 | 168
CC(C)(C)c1ccc(S(=O)(=O)CC(O)CSc2nc3c(cc2C#N)CCCC3)cc1 (stereo not drawn) | -14% | 18 | 65 | 1 | 79 | 78 | 8% | -18 | 65
O=C(Nc1nc(-c2ccccc2)cs1)c1ccc(Br)o1 | -2% | 33 | 150 | x | x | x | -45% | -33 | 150
CCOC(=O)C1CC=C(Cl)CC1C(=O)Nc1nccs1 (stereo not drawn) | -4% | 4 | 125 | -7 | 89 | 96 | 19% | -4 | 125
CSc1ncc(C(=O)O)n1-c1ccc(F)cc1 | 1% | -4 | 180 | 4 | 97 | 94 | 8% | 4 | 180
Cc1cc(/C=N/NC(=O)CC2(C)OCCO2)c(C)n1-c1cc(Cl)cc(Cl)c1 | x | 7 | 122 | -6 | 72 | 78 | x | -7 | 122
COc1cccc(NC(=O)C2C3C=CC(O3)C2C(=O)NCc2cccnc2)c1 (stereo not drawn) | 0% | 4 | 148 | x | x | x | -4% | -4 | 148
CCOC(=O)C1CCN(Cc2cn[nH]c2-c2ccc(C)cc2)CC1 | -6% | 1 | 134 | 6 | 107 | 101 | -44% | -1 | 134
CCc1cc(=O)n2c([nH]c3ccccc32)c1C#N | -27% | -11 | 142 | x | x | x | -15% | 11 | 142
CSc1nc2ccccc2cc1/C=C(\C#N)c1ccc(Cl)c(Cl)c1 | -30% | -2 | 161 | x | x | x | 8% | 2 | 161
CCN(C(=O)COC(=O)C(Cc1ccccc1)N1C(=O)c2ccccc2C1=O)C1CCS(=O)(=O)C1 (stereo not drawn) | -3% | x | x | 9 | 102 | 93 | -60% | x | x
c1ccc(Cn2nnc3cnccc32)cc1 | 16% | x | x | 12 | 95 | 83 | 8% | x | x
Cn1c(N2CCC(C(N)=O)CC2)nc2c1c(=O)n(Cc1ccc(Br)cc1)c(=O)n2C | x | 9 | 162 | 7 | 99 | 92 | x | -10 | 162

In the list so far, seven contain an NH in an aromatic ring.
SMILES | Bcl-B TR3 displacers | NFkB transloc pot | NFkB transloc pot cell count 2 µM | MRP reversal | MRP reversal cytotoxicity | MRP reversal with doxorubicin | PLAP inhibition | NFkB transloc inh | NFkB transloc inh cell count 2 µM
CCOc1ccc2[nH]cc(C(=O)O)c(=O)c2c1 | 5% | 16 | 186 | 20 | 100 | 80 | -6% | -16 | 186
CCOC(=O)c1c(C)[nH]c(C(=O)COC(=O)C23CC4CC(CC(Cl)(C4)C2)C3)c1C | -4% | 4 | 142 | 8 | 73 | 66 | 11% | -4 | 142
Cc1ccc2cc(C(c3nnnn3C3CCCC3)N(Cc3cccnc3)Cc3ccco3)c(=O)[nH]c2c1 (stereo not drawn) | -6% | x | x | 6 | 78 | 72 | -56% | x | x
O=C(Nc1ccc2nc(-c3ccco3)[nH]c2c1)c1ccco1 | 0% | 8 | 65 | -5 | 81 | 86 | 6% | -8 | 65
O=C(CSc1ncn[nH]1)c1ccc2c(c1)OCCO2 | -5% | 18 | 129 | 3 | 92 | 89 | 6% | -18 | 129
CCOC(=O)C1CCN(Cc2cn[nH]c2-c2ccc(C)cc2)CC1 | -6% | 1 | 134 | 6 | 107 | 101 | -44% | -1 | 134
CCc1cc(=O)n2c([nH]c3ccccc32)c1C#N | -27% | -11 | 142 | x | x | x | -15% | 11 | 142
